SRC3 TRFRET art: TR-FRET artefact, counter-screen to PPARgamma/SRC-3 agonist assay | PPARgamma/SRC-3 format; active compounds read high | TR-FRET ratio at 8 µM | 99,000 compounds, 0.39% hits | AID 1048; in the data active = TR-FRET ratio above about 2000; note: inactives centre near 1600; reference of the scale not given here
SRC1 TRFRET art: counter-screen for PPARgamma SRC-1 recruitment agonists: TR-FRET artefact | TR-FRET detection artefact counter-screen, emission ratio; active compounds read high | TR-FRET ratio at 8 µM | 99,000 compounds, 0.34% hits; in the data active = TR-FRET ratio above about 2300; note: inactives centre near 1800; reference of the scale not given here
* marks the source's active call; other numbers are inactive results.

Every second line gives: SRC3 TRFRET art | SRC1 TRFRET art
- CC(C)=C1C2CCC1C(C(=O)Nc1sc(C)c(-c3ccc(C(C)C)cc3)c1C(N)=O)C2C(=O)O (stereo unspecified)
  1672 | 1828
- CCCNC(=O)NC(=O)COC(=O)CC(NC(N)=O)c1ccc(Cl)cc1 (stereo unspecified)
  1734 | 1835
- O=C(CN1CCN(S(=O)(=O)c2ccccc2)CC1)Nc1ccc2c(c1)CCC2
  1708 | 1959
- COc1ccc(-c2nn(-c3ccccc3)cc2/C=N/NC(=O)c2cccc(S(=O)(=O)Nc3ccccc3Cl)c2)cc1
  1520 | 1688
- CCCNC(=O)OC[C@H]1O[C@H](CCO/N=C/[C@@H](NS(=O)(=O)c2ccc(C)cc2)[C@H](C)/C=C/CC(=O)OC)C=C[C@@H]1Oc1ccc(OC)cc1
  1361 | 1560
- Nc1nnc(CC(=O)N/N=C/c2ccc(-c3ccccc3)o2)s1
  1688 | 1688
- CNC(=S)Nc1ccc([N+](=O)[O-])c(C)c1
  1506 | 1702
- COc1ccc(C2CC(=O)c3cnc(N4CCc5ccccc54)nc3C2)c(OC)c1 (stereo unspecified)
  1701 | 1899
- CN(CC(=O)N1CCN(c2ncccn2)CC1)S(=O)(=O)c1ccc(Cl)cc1
  1328 | 1859
- CCOC(=O)c1nc(C)n(-c2cc(OC)c(Cl)cc2Cl)n1
  1752 | 1862
- O=C(COC(=O)C12CC3CC(CC(O)(C3)C1)C2)NCCc1ccc(Cl)cc1
  1538 | 1759
- Cn1cnnc1SCC(=O)N1N=C(c2ccc(Cl)cc2)CC1c1ccco1 (stereo unspecified)
  1554 | 1828
- Cc1c(C(=O)NCCSc2ccc(Cl)cc2)cccc1[N+](=O)[O-]
  1434 | 1585
- S=C(NCc1cccs1)Nc1cccc2ccccc12
  1547 | 1880
- C#CCOCCOCCOCCNc1nc(N2CCN(C(=O)[C@H](CCC(=O)O)n3cc(C(N)Cc4ccc(O)cc4)nn3)CC2)nc(N2CCN(C(=O)[C@H](CCC(=O)O)n3cc(C(N)[C@H](C)CC)nn3)CC2)n1 (stereo partly specified)
  1604 | 1471
- CC1(C)CC(N2CCCC2)=CC(=[N+]2CCCCC2)C1
  1460 | 1651
- O=C(COC(=O)CN1C(=O)C(=O)c2ccccc21)OCN1C(=O)c2ccccc2C1=O
  1584 | 1721
- O=C(OCC(=O)N1CCN(C(=O)c2ccco2)CC1)c1cccc(S(=O)(=O)N2CCc3ccccc32)c1
  1350 | 1759
- O=C(Nn1cnc2ccccc2c1=O)c1ccc([N+](=O)[O-])cc1Cl
  1454 | 2038
- Cc1ccc(C)c(NC(=S)NCCc2ccc(F)cc2)c1
  1505 | 1902
- COCCOc1cc(NC(=O)CS(=O)(=O)CC(=O)N(C)C)c(Cl)cc1Cl
  1474 | 1817
- Cc1cccc(NC(=S)NCC(c2cccnc2)N2CCOCC2)c1C (stereo unspecified)
  1545 | 2007
- Cc1ccc(-n2cnc3ncnc(-c4ccccc4)c32)cc1
  1862 | 1896
- Cc1ccc(N2C(=O)C(NC(=O)c3ccccc3)(C(F)(F)F)C3=C2CC(C)(C)CC3=O)cc1 (stereo unspecified)
  1648 | 1472
- COC(=O)C1=CN(CCOC23CC4CC(CC(C4)C2)C3)C=C(C(=O)OC)C1c1ccsc1
  1757 | 1892
- CS(=O)(=O)n1nc(NCc2cccs2)nc1NCc1cccs1
  1368 | 1765
- O=C(CN1CCOCC1)Nc1nc2cc([N+](=O)[O-])ccc2s1
  1593 | 1773
- Cc1nc2cc(Nc3ccncc3)ccc2s1
  1413 | 1659
- COc1ccc(NC(=O)Nc2cccnc2)cc1
  1373 | 1394
- Cc1ccc(C2Nc3ccccc3NC3=C2C(=O)OC(C)C3)cc1 (stereo unspecified)
  1506 | 1700
- COc1ccc(/C=N/Nc2nncc3ccccc23)c(OC)c1
  1775 | 1873
- Cc1cc(-c2n[nH]c(=S)n2/N=C/c2ccc(Br)s2)n[nH]1
  1554 | 1683
- CN1CCN(C(=O)C2=C[C@H](c3ccccc3)C[C@H](OCc3ccc(CO)cc3)O2)CC1
  1533 | 1757
- CCOc1ccc(NC(=O)CSc2nnc(CNC(=O)c3ccco3)o2)cc1
  1708 | 2056
- CCOc1c(CNCc2ccc(C(=O)O)cc2)cccc1OC
  1545 | 1907
- CCOc1ccccc1NC(=S)NCc1cccn1C
  1280 | 1893
- COC(=O)c1c(NC(=O)CSc2nc3ccccc3c(=O)n2Cc2ccco2)sc(C)c1C
  1690 | 2014
- O=C(CSc1ccccn1)Nc1nc2ccccc2s1
  1590 | 1530
- O=C1c2cnc3ncnn3c2CC2c3ccccc3CCN12 (stereo unspecified)
  1492 | 1563
- COc1cc(NC(=O)[C@@H](NC(=O)c2ccco2)C(C)C)c(OC)cc1NC(=O)c1ccccc1
  1418 | 1783

Next part (7 carried over from the part before).
Every second line gives: SRC3 TRFRET art | SRC1 TRFRET art
- CCOc1ccc(NC(=O)CSc2nnc(CNC(=O)c3ccco3)o2)cc1
  1708 | 2056
- CCOc1c(CNCc2ccc(C(=O)O)cc2)cccc1OC
  1545 | 1907
- CCOc1ccccc1NC(=S)NCc1cccn1C
  1280 | 1893
- COC(=O)c1c(NC(=O)CSc2nc3ccccc3c(=O)n2Cc2ccco2)sc(C)c1C
  1690 | 2014
- O=C(CSc1ccccn1)Nc1nc2ccccc2s1
  1590 | 1530
- O=C1c2cnc3ncnn3c2CC2c3ccccc3CCN12 (stereo unspecified)
  1492 | 1563
- COc1cc(NC(=O)[C@@H](NC(=O)c2ccco2)C(C)C)c(OC)cc1NC(=O)c1ccccc1
  1418 | 1783
- COc1ccc(N/N=C(\C#N)C(=N)SCc2ccccc2)cc1
  1589 | 1644
- CCCC[C@@H]1CNC(=S)N1CCCc1cc(OC)c(OC)c(OC)c1
  1498 | 1622
- COc1ccc(N/N=C(/C#N)S(=O)(=O)C(C)(C)C)cc1
  1462 | 1866
- Cc1cccc(OCCSc2nncn2C)c1
  1674 | 1678
- COc1ccccc1NS(=O)(=O)c1cc(NC(=O)Nc2ccc(Cl)cc2Cl)ccc1N1CCCCC1
  1760 | 1623
- O=C(CSc1ccccn1)Nc1nc2c(ccc3ccccc32)s1
  1473 | 1727
- O=C(CCN1C(=O)/C(=C/c2ccc3c(c2)OCO3)SC1=S)Nc1ccccc1
  1758 | 1915
- C=CCn1c(O)c(N=Nc2nc3ccccc3c(=O)n2-c2ccccc2)c2ccccc21
  1691 | 1713
- CNC(=O)c1c(Cl)cnn1-c1ccc(F)cc1
  2012 | 1690
- Cc1ccc(Cl)cc1NC(=O)COC(=O)c1ccc(N2CCCC2)c([N+](=O)[O-])c1
  1519 | 1769
- COc1cc(/C=C2/C(=O)NN(c3cccc(C)c3)C2=O)ccc1OC(=O)c1ccco1
  1354 | 1531
- Nc1ccn(Cc2ccc(F)cc2)n1
  1435 | 1464
- COc1ccc(CCNC(=O)COC(=O)C23CC4CC(CC(C4)C2)C3)cc1
  1425 | 1496
- CCOC(=O)N=Nc1c(O)n(C)c2ccccc12
  1509 | 1808
- Cc1c2cn[nH]c(=O)c2c(C)n1Cc1ccc(F)cc1
  1537 | 1719
- COc1ccc(S(=O)(=O)Cc2ccc(C(=O)N3CCN(Cc4ccccc4)CC3)o2)cc1
  1612 | 1864
- O=C(Nc1nnc(-c2ccccn2)o1)c1cccc(Cl)c1
  1456 | 1552
- Cc1cc(C)n(-c2ccc(C(=O)OCC(=O)Nc3ccccc3[N+](=O)[O-])cc2)n1
  1468 | 1853
- O=C1/C(=C/c2ccccn2)SC(=S)N1NS(=O)(=O)c1ccccc1
  1679 | 1905
- CCc1ccc(Nc2nnc(SCC(=O)c3ccc4c(c3)NC(=O)CO4)s2)cc1
  1312 | 1732
- O=C(O)CCSc1nnc(-c2ccccc2)n1-c1ccccc1
  1399 | 1830
- CCOc1cc(N2CCOCC2)c(OCC)cc1NC(=O)c1oc2ccccc2c1C
  1490 | 1673
- Cc1ccc(N2CC(C(=O)Nc3cc(C)ccc3F)CC2=O)cc1 (stereo unspecified)
  1424 | 1994
- CCCCCCn1c(=O)[nH]c2nc3cc(N)ccc3nc2c1=O
  1610 | 2037
- O=[N+]([O-])c1ccc(/C([O-])=C(/C(=S)Nc2ccccc2F)[n+]2ccccc2)cc1
  1692 | 1848
- CCOC(=O)c1c(NC(=O)CC2SC(N)=NC2=O)sc(C)c1C (stereo unspecified)
  1515 | 1832
- CCc1cc(C(=O)Nc2ccccc2)cs1
  1613 | 1738
- CCCCC/C(=N\NC(=O)Nc1ccccc1)c1ccccc1
  1553 | 2084
- N[C@@H](Cc1ccc(O)cc1)c1nnc([C@H](CC(=O)O)NC(=O)C2CCNCC2)o1
  1557 | 1445
- Cc1cc(C)nc(/N=C2\NC(=O)CC(C(=O)O)N2c2ccc(Cl)cc2Cl)n1 (stereo unspecified)
  1557 | 1897
- COc1ccc(NC(=S)Nc2cccc(S(=O)(=O)N3CCCCC3)c2)cc1
  1784 | 1812
- COc1ccc(CCNC(=O)C2CCN(S(=O)(=O)c3cnc[nH]3)CC2)cc1OC
  1619 | 1653
- CC(C)C1Cc2c(sc(NC(=S)NC(=O)c3ccccc3)c2C#N)CO1 (stereo unspecified)
  1435 | 1863
- CCN(CC)c1ccc(-n2c(O)c(C=C3N=c4ccccc4=N3)sc2=S)cc1
  1602 | 1827
- CCN(CC)c1ccc(C(=O)NN)cc1
  1475 | 1900
- Cc1ccccc1CCN(CC(=O)NC1CCCCC1)C(=O)c1csnn1
  1704 | 2065
- COc1cccc(NC(=S)N2CCN(c3ccc([N+](=O)[O-])cc3)CC2)c1
  1222 | 1923
- COc1ccc(C(=O)OCc2nc(N)nc(Nc3ccccc3C)n2)cc1OC
  1495 | 1563
- CC(C)C(=O)Nc1ccc(C(=O)Nc2nnc(C(C)C)s2)cc1
  1518 | 1591
- CC(C)(C)c1ccc(Oc2ccc(N)cc2)cc1
  1644 | 1751
- O=C(Nc1nnc(C2CC2)s1)c1cc([N+](=O)[O-])ccc1N1CCCCC1
  1626 | 1888
- CCn1c(=S)sc2c(=O)n(-c3ccccc3)c(=S)[nH]c21
  1688 | 1746
- Cc1ccc(NCc2n[nH]c(=S)n2-c2ccccc2)cc1
  1566 | 2018
- CCOC(=O)CCn1nc(-c2ccc(C)cc2)c2ccccc2c1=O
  1520 | 1792
- COc1ccc(C2=NN(C3=NN=C(N)Cc4ncnn43)C(O)(C(F)(F)F)C2)cc1 (stereo unspecified)
  1626 | 1643
- CC(=O)Nc1ccc(S(=O)(=O)N2CCN(S(=O)(=O)N3CCCCC3)CC2)cc1
  1504 | 1720
- CC(C)OCCCNC(=O)c1cccc(NC(=O)c2ccccc2)c1
  1522 | 1677
- COC(=O)CSc1nc2ccc(NC(=O)c3ccccc3C(=O)N3CCOCC3)cc2s1
  1502 | 2069
- Cc1ccccc1CN1N=C(/C=C/c2ccccc2)CCC1=O
  1447 | 1564
- COc1ccc(NS(=O)(=O)c2cc(NC(=O)c3nc4nc(C)cc(C)n4n3)ccc2C)cc1
  1682 | 1688
- C=CCSc1nc(-c2ccc(OC)cc2)c(C#N)c(=O)n1CC=C
  1511 | 1761
- COc1ccc(NC(=O)NCc2ccco2)cc1OC
  1538 | 1699
- CCN(CC)CCOC(=O)/C=C/c1ccccc1OC
  1601 | 1546
- NC(=S)Nc1ccc2cc[nH]c2c1
  1492 | 1884
- CCC(C)c1ccc(NC(=O)COc2c(F)c(F)c(C(F)(F)F)c(F)c2F)cc1 (stereo unspecified)
  1793 | 2084
- CCCc1cc(C(=O)NNC(=S)NCC)c2ccccc2n1
  1532 | 1827
- CSc1nc2ccc(NC(=O)C3=NNC(=O)CC3)cc2s1
  1722 | 1974
- CCOC(=O)CCCCNC(=O)Nc1ccccc1
  1559 | 1784
- CC(C)(C)c1ccc(S(=O)(=O)NNC(=O)C2CCN(Cc3cccc(F)c3)CC2)cc1
  1551 | 2072
- COC(=O)C1=NN(c2ccc(Cl)cc2)C2C(=O)N(c3ccccc3OC)C(=O)C12 (stereo unspecified)
  1603 | 1879

Next part
Every second line gives: SRC3 TRFRET art | SRC1 TRFRET art
- COC(=O)CN1C(=S)N(c2ccc(OC)cc2)C(=O)/C1=C/c1cccs1
  1554 | 1757
- CC1(C)S/C(=N/N=C/c2ccco2)NC1=O
  1638 | 1597
- O=C(NC1CCCC1)C(c1ccc(F)cc1)N(Cc1ccc(F)cc1)C(=O)CCl (stereo unspecified)
  1516 | 1625
- Cc1ccc(/C=C2/SC(=O)N(CC(=O)N3CCOCC3)C2=O)s1
  1500 | 1728
- O=C(CCC(=O)N(CC(=O)NC1CCCCC1)Cc1ccccc1)Nc1ccccn1
  1503 | 1304
- COC(=O)c1cc(-c2ccc(Cl)cc2)n(-c2ccc(S(N)(=O)=O)cc2)n1
  1470 | 1709
- CCOC(=O)/C=C(/C)N1N=C(c2ccc(OC)cc2)CC1c1cccc([N+](=O)[O-])c1 (stereo unspecified)
  1601 | 2111
- CC(C(=O)Nc1nc2ccccc2s1)n1cc([N+](=O)[O-])cn1 (stereo unspecified)
  1437 | 1773
- COc1ccc([N+](=O)[O-])cc1NC(=O)c1cc(C)c(C)o1
  1633 | 1854
- Brc1ccc(CNc2cc3c(cc2Br)OCCO3)cc1
  1490 | 1848
- Cc1cccc(C)c1NC(=O)CN(C)C(=O)C(c1ccccc1)c1ccccc1
  1664 | 1830
- COC(=O)c1ccccc1NC(=O)C(=O)NCc1ccncc1
  1669 | 1726
- COc1ccc(CCNCCC(=O)Nc2c(C)cc(C)cc2C)cc1OC
  1592 | 1703
- COc1ccc(CN(C)CC(=O)NC(C)c2ccccc2)cc1OC (stereo unspecified)
  1547 | 1771
- O=c1c2ccccc2c(C=Nc2ccc(S(=O)(=O)N3CCCCC3)cc2)c(O)n1-c1ccc(Cl)cn1
  1614 | 1916
- O=c1c2ccccc2nc(-c2ccc([N+](=O)[O-])cc2)n1O
  1693 | 2027
- CCN1C(=O)/C(=C2/Sc3ccc(OC)cc3N2C)SC1=Nc1ccc(OC)cc1
  1641 | 1882
- Cc1cc(O)cc(O)c1C(=O)Cc1cscn1
  1540 | 1773
- CCCCN1C(=S)NC[C@@H]1Cc1ccccc1
  1655 | 1674

Source: PubChem
